Pf growth 96h: Primary qHTS for delayed death inhibitors of the malarial parasite plastid, 96 hour incubation | P. falciparum luciferase reporter growth, 96 h | Potency, µM (highest dose often 28.7 µM), without a hit: at the highest dose activity change, negative = inhibition, actives largely listed as inhibitors | 320,000 tested, 6.9% active; also: potency is read from the fitted curve at half-maximal effect; % is scaled to controls: 0 for no effect and ±100 for the full control effect
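Parasite growth measured via integrated firefly luciferase reporter in P. falciparum. Infected erythrocytes at 2% hematocrit, 0.05% parasitemia final were treated 96 hours at 37 C under 5% CO2, and luminescence was read.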
TbPYK inhibitor: qHTS of Trypanosoma Brucei Inhibitors. pyruvate kinase (Trypanosoma brucei), Q57TT1. TbPYK enzyme, Kinase-Glo Plus ATP luminescence, 45 min. Potency, µM (titrated, usually from 76.8 µM), for inactives: at the highest dose activity, negative = inhibition, usual class: inhibitors. 410,000 tested, 0.12% active. AID 624173, 2012; also: potency is read from the fitted curve at half-maximal effect; % is scaled to controls: 0 for no effect and ±100 for the full control effect; nearly all actives have a fitted effect of over 50% in size
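Readout: single end-point luminescence (Kinase-Glo Plus, 10 min). Reaction conditions were TbPYK/substrate plus 130 uM ADP, 45 min at RT, pH 7.2 TEA buffer. No-enzyme wells served as controls, and data were normalized before concentration-response fitting.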
CHX counter: Cycloheximide Counterscreen for Small Molecule Inhibitors of Shiga Toxin. max response, %. cell reporter, cycloheximide protein synthesis inhibition counterscreen. 300,000 tested, 12% active; in the data active = max response mostly above about 13%, no sharp cut-off; inactive = mostly below about 14%; also: read at 38.3 µM for the half of the compounds with a filed dose; 0% is about no effect
Shiga toxin inh: A qHTS for Small Molecule Inhibitors of Shiga Toxin; Vero cells, Shiga toxin protein synthesis inhibition reporter; inhibition, % at 38.7 µM; 290,000 tested, 9.2% active; in the data active = inhibition mostly above about 28%, no sharp cut-off; inactive = mostly below about 43%; also: 0% is about no effect
Pf growth 48h: Primary qHTS for delayed death inhibitors of the malarial parasite plastid, 48 hour incubation | P. falciparum luciferase growth in erythrocytes, 48 h | Potency, µM (top dose mostly 28.7 µM), without a hit: top-dose activity change, negative = inhibition, most hits filed as inhibitors | 310,000 tested, 5.9% active | AID 504832, 2011; also: potency is read from the fitted curve at half-maximal effect; % is scaled to controls: 0 for no effect and ±100 for the full control effect
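Luciferase-expressing parasites in RBCs, 2% Hct / 0.1% parasitemia final; RPMI 1640 + 0.5% Albumax; 37 C, 5% CO2, one generation; luminescence read-out, lower signal = inhibition.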
LmPK inhibitor: qHTS Assay for Inhibitors of Leishmania Mexicana Pyruvate Kinase (LmPK) | AID 1721, 2009 | 290,000 tested, 0.37% active | purified LmPK, Kinase-Glo ATP luminescence, 1 h | Potency, µM (doses to about 57.5 µM), for inactives: top-dose activity change, negative = inhibition, actives largely listed as inhibitors; also: potency is read from the fitted curve at half-maximal effect; % is scaled to controls: 0 for no effect and ±100 for the full control effect
Target sequence (Q27686 whole entry, looked up): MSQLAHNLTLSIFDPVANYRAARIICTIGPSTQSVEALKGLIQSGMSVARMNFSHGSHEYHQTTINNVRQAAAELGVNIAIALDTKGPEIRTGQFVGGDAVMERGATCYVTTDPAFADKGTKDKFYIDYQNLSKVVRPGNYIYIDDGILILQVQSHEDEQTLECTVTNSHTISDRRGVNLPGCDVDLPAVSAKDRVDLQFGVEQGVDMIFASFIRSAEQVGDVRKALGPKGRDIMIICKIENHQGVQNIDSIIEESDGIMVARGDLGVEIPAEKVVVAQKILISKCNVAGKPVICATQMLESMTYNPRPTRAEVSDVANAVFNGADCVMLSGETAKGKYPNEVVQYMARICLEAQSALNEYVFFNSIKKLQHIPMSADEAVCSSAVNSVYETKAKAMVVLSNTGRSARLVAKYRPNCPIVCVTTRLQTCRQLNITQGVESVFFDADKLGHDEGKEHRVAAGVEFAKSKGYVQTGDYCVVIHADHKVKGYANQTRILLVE
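Purified LmPK (0.1 nM) converted ADP (0.1 mM) to ATP with PEP (0.5 mM) in imidazole buffer pH 7.2 with KCl and MgCl2, 1 h at room temperature. ATP was read by Kinase-Glo luminescence; data normalized to uninhibited and no-enzyme controls.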
AMA1 RON2 block: qHTS for Inhibitors of AMA1-RON; Towards Development of Antimalarial Drug Lead: Primary Screen | AlphaScreen AMA1-biotinylated RON2 peptide binding | Potency, µM (series often up to 58.2 µM), inactives show top-dose activity change, negative = inhibition, actives largely listed as inhibitors | 360,000 tested, 0.2% active;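 also: potency is read from the fitted curve at half-maximal effect; 0% = vehicle wells and -100% = peptide control; nearly all actives have a fitted effect of over 45% in size; some results filed as inactive show a strong effect at the top dose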
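AMA1 (3D7) with his tag at 25 nM final met compounds first, then biotinylated RON2 peptide at 25 nM; detection used donor plus acceptor beads, 10 µg/mL apiece, read by AlphaScreen after 30 min at room temperature.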
Numbers without * were called inactive; ? = inconclusive; nt = no result given; & = joins results of further samples; [ ] = dose if it differs, or a comment. Unless noted, calls follow the shape of the dose curve; as a rule, active = well fitted curve in the direction sought with a large enough effect; inconclusive = small, poorly fitted or top-dose-only effect, or another doubt; inactive = no such curve, though single readings can be large; an effect the other way counts as inactive or inconclusive. The order is random; any-hit rate near 21%.

[1] CCc1ccc(-n2c(=O)c3c(C)c(C(=O)N(C)C)sc3n(CC(=O)NCc3ccco3)c2=O)cc1
[2] O=C(O)c1ccc(N=Cc2nc(-c3ccco3)oc2O)cc1
[3] COc1ccc(NC(=O)CN2CCN(C(=O)N3CCOCC3)CC2)cc1
[4] Cc1ccc([N+](=O)[O-])cc1S(=O)(=O)Nc1cccc(-c2ccc(N3CCOCC3)nn2)c1
[5] CCn1c(SCC(=O)Nc2sc3c(c2C#N)CCCC3)nnc1-c1ccco1

entry no.	1	2	3	4	5
Pf growth 96h	?	?	2.3µM*	5%	nt
TbPYK inhibitor	9%	0%	2%	1%	-20%
CHX counter	-3	0	-7	nt	10
Shiga toxin inh	41	-4	-3	nt	8
Pf growth 48h	4%	8%	12%	7%	28%
LmPK inhibitor	2%	-5%	-1%	nt	6%
AMA1 RON2 block	-4%	5%	-12%	-1%	8%

2 entries from above, set out differently.
nr	SMILES	Pf growth 96h	TbPYK inhibitor	CHX counter	Shiga toxin inh	Pf growth 48h	LmPK inhibitor	AMA1 RON2 block
4	Cc1ccc([N+](=O)[O-])cc1S(=O)(=O)Nc1cccc(-c2ccc(N3CCOCC3)nn2)c1	5%	1%	nt	nt	7%	nt	-1%
5	CCn1c(SCC(=O)Nc2sc3c(c2C#N)CCCC3)nnc1-c1ccco1	nt	-20%	10	8	28%	6%	8%

Some entries already given, showing only AMA1 RON2 block and LmPK inhibitor.
| # | SMILES | AMA1 RON2 block | LmPK inhibitor |
| --- | --- | --- | --- |
| 2 | O=C(O)c1ccc(N=Cc2nc(-c3ccco3)oc2O)cc1 | 5% | -5% |
| 4 | Cc1ccc([N+](=O)[O-])cc1S(=O)(=O)Nc1cccc(-c2ccc(N3CCOCC3)nn2)c1 | -1% | nt |
| 1 | CCc1ccc(-n2c(=O)c3c(C)c(C(=O)N(C)C)sc3n(CC(=O)NCc3ccco3)c2=O)cc1 | -4% | 2% |
| 5 | CCn1c(SCC(=O)Nc2sc3c(c2C#N)CCCC3)nnc1-c1ccco1 | 8% | 6% |

Carrying on.
[6] COc1ccc2c(c1)[C@H]1[C@H](CO2)[C@H](c2ccccc2)[C@]2(C)C(=O)N[C@H](C)C(=O)N12
[7] O=C1CC(c2ccco2)CC(O)=C1C=Nc1cc(Cl)cc(Cl)c1 (centres undefined)
[8] COc1cc(OC)c(OC)cc1CNCCc1cccc(F)c1
[9] CC(C)C1CC(c2ccccc2)(C(CN)CO)CCO1 (centres undefined)
[10] COc1ccc(-c2nnc(SCc3c(C)noc3C)n2N)cc1OC

entry no.	6	7	8	9	10
Pf growth 96h	?	nt	23%	177%[activator]	12µM*
TbPYK inhibitor	-4%	-11%	5%	10%	-7%
CHX counter	nt	3	-4	-5	0
Shiga toxin inh	nt	22	11	-9	2
Pf growth 48h	5%	5%	nt	?	?
LmPK inhibitor	nt	7%	-5%	10%[11.5 µM]	6%
AMA1 RON2 block	-1%	-10%	-2%	0%	0%

[11] CCc1cc2cccc(C)c2nc1SCC(=O)Nc1cc(C)on1
[12] Cc1cc(C)cc(C(=O)NCC(=O)OCC(=O)N2c3ccccc3NC(=O)C2(C)C)c1
[13] COC(=O)[C@@]12CCCN1[C@H](c1ccc(-c3ccc(OC)cc3)c(OC)c1)[C@H]1C(=O)N(C)C(=O)[C@H]12
[14] Cc1cccc(OCc2nc(C)cc(=O)[nH]2)c1
[15] CC(=O)c1ccc(Oc2nc(-c3cccnc3)nc3ccccc23)cc1

entry no.	11	12	13	14	15
Pf growth 96h	5%	2%	?	nt	-8%
TbPYK inhibitor	0%	0%	-4%	-9%	6%
CHX counter	1	-2	nt	0	25
Shiga toxin inh	-6	-3	nt	18	42
Pf growth 48h	24%	19%	8.3µM*	8%	?
LmPK inhibitor	10%	1%	nt	-20%	5%
AMA1 RON2 block	-10%	7%	-8%	-22%	0%

[16] CCN(C(=O)COC(=O)c1cc(C)oc1C)c1c(N)n(Cc2ccccc2)c(=O)[nH]c1=O
[17] O=C(c1ccccc1-c1nc2ccccc2[nH]1)N1CCCCC1
[18] C=CCC(NCc1ccco1)c1ccc(OC)c(OC)c1 (centres undefined)
[19] CC(=O)Cc1nsc(NC(=O)c2ccc(-c3cccc(Cl)c3)o2)n1
[20] Cc1ccc(-n2c(C)cc(/C=N/Nc3ccc([N+](=O)[O-])cn3)c2C)cc1

entry no.	16	17	18	19	20
Pf growth 96h	-12%	246%[activator]	44%[activator]	-11%	13%
TbPYK inhibitor	0%	0%	-4%	3%	8%
CHX counter	nt	1	-6	-3	39*
Shiga toxin inh	nt	2	-16	32	59*
Pf growth 48h	?	-4%	nt	1%	4%
LmPK inhibitor	nt	-4%	0%	-1%	-2%
AMA1 RON2 block	-6%	7%	-12%	75%[activator]	19%

[21] CC(=O)C1=C(O)C(=O)N(c2ccc(O)cc2)C1c1cccc(F)c1 (centres undefined)
[22] COc1ccc2[nH]c3c(c2c1)CCNC3C1CC=C(C)CC1 (centres undefined)
[23] CCCCn1c(N)c(N(CCC(C)C)C(=O)CN2C(=O)C3CCCCC3C2=O)c(=O)[nH]c1=O (centres undefined)
[24] Cc1ccc(C(=O)Nc2nccc(-c3cccs3)n2)cc1
[25] COc1ccc(C[C@H]2CN3C(=NC[C@@H]3Cc3ccc(O)cc3)N2C[C@H](C)NC(=O)c2ccc(C)c(Br)c2)cc1

entry no.	21	22	23	24	25
Pf growth 96h	?	22%	-6%	-3%	0.83µM*
TbPYK inhibitor	0%	-3%	1%	6%	-2%
CHX counter	14	-1	-2	28*	-5
Shiga toxin inh	5	-4	-6	19	-5
Pf growth 48h	20%	?	2%	5%	1.5µM*
LmPK inhibitor	4%	0%	-3%	0%	4%
AMA1 RON2 block	-6%	-10%	-9%	-14%	2%

[26] CC1CCN(C(C(=O)Nc2ccc(C(C)C)cc2)c2ccc3c(c2)OCO3)CC1 (centres undefined)
[27] COc1ccc(C(CNC(=O)c2[nH]c(C)c(C(C)=O)c2C)N2CCOCC2)cc1 (centres undefined)
[28] c1ccc2c(c1)NC1(CCCCCC1)n1c-2nc2ccccc21
[29] CCOc1ccc(-c2c(C(=O)N/N=C(\C)c3ccccc3OC)nnn2-c2nonc2N)cc1
[30] CC(C)(C)N(C=C(Cl)Cl)C(=O)NC1CCCCC1

entry no.	26	27	28	29	30
Pf growth 96h	-22%	?	nt	?	149%[activator]
TbPYK inhibitor	1%	0%	3%	0%	2%
CHX counter	11	nt	34*	-3	-4
Shiga toxin inh	-10	nt	77*	-13	30
Pf growth 48h	nt	?	117%[activator]	-3%	6%
LmPK inhibitor	1%	nt	-14%	-1%	1%
AMA1 RON2 block	-3%	0%	16%	93%[activator]	0%

[31] COc1ccc(C(=O)NCCCn2cccn2)cc1OC1CCN(C(C)=O)CC1
[32] Clc1nc2ccccc2cc1-c1nnn(-c2ccccc2)n1
[33] CCOc1cc(/C=N/NC(=O)c2ccc(CSc3nncn3C)cc2)ccc1OCC(=O)N1CCOCC1
[34] C=CCn1c(C)cc(C(=O)COC(=O)c2ccc(N)c([N+](=O)[O-])c2)c1C
[35] CSCCC(NC(=O)C1CCC(C)CC1)C(=O)O (centres undefined)

entry no.	31	32	33	34	35
Pf growth 96h	?	439%[activator]	12µM*	155%[activator]	nt
TbPYK inhibitor	-3%	2%	-2%	-4%	9%
CHX counter	8	46*	-4	55*	1
Shiga toxin inh	-3	59*	-2	58*	21
Pf growth 48h	30%[activator]	270%[activator]	-36%	237%[activator]	-1%
LmPK inhibitor	0%	0%	-3%	0%	2%
AMA1 RON2 block	3%	-5%	5%	-14%	10%

[36] CC(C)(C)C(=O)N1CCC(O)(CS(=O)(=O)Cc2ccc(Cl)cc2)CC1
[37] CCOC(=O)c1c(N)c2cc([N+](=O)[O-])ccc2n1C
[38] Cc1cc(=O)n2nc(N3CCC(C(=O)NCc4ccccc4)CC3)sc2n1
[39] CCOC(=O)CSc1ncnc2c1c(-c1ccccc1)cn2-c1ccc(OC)cc1
[40] Cc1c(C(=O)Nc2ccc(C(F)(F)F)cc2)sc2ncn(CC(=O)N3CCN(c4ccccn4)CC3)c(=O)c12

entry no.	36	37	38	39	40
Pf growth 96h	7%	46%[activator]	-13%	11%	?
TbPYK inhibitor	nt	-2%	1%&-4%	-16%&-3%	-2%
CHX counter	2	-2	5	-1	-1
Shiga toxin inh	-12	11	11	11	10
Pf growth 48h	23%	96%[activator]	-13%	13%	6%
LmPK inhibitor	1%	9%	-10%	1%	-5%
AMA1 RON2 block	-2%	-6%	-8%	-8%	-14%

[41] CCCNC(=O)c1ccc(N2CCC3(CC2)CC(c2cccc(Br)c2)=NO3)c(NC(=O)c2ccc(Br)cc2)c1
[42] O=C(O)CCCN1C(=O)/C(=C/c2ccncc2)SC1=S
[43] Cc1ccc(Cl)cc1NC(=O)Cn1cc2c(n1)CCCC2
[44] Cc1ccc(N=Cc2c(O)n(C)c(=O)n(C)c2=O)nc1
[45] CCOC(=O)c1ccc(N2CCCCC2)c(NS(=O)(=O)c2ccc(C)cc2)c1

entry no.	41	42	43	44	45
Pf growth 96h	?	-8%	2.1µM*	9%	1µM*
TbPYK inhibitor	-2%	-1%	4%	4%	-2%
CHX counter	nt	1	-6	5	10
Shiga toxin inh	nt	-14	-17	5	14
Pf growth 48h	?	?	nt	0%	2.3µM*
LmPK inhibitor	nt	0%	13%	-10%	5%
AMA1 RON2 block	3%	102%[activator]	-3%	5%	-11%

[46] CC(C)Cn1c(N)c(C(=O)COC(=O)Cc2cccc(C(F)(F)F)c2)c(=O)n(C)c1=O
[47] C=CCN(c1ccccc1)S(=O)(=O)c1cccc(C(=O)N2CCCC2)c1
[48] CNC(=O)C1CC(=O)N(CCCc2ccccc2)C(=Nc2ccccc2)S1 (centres undefined)
[49] C[C@]12CCC(OC(=O)CCC(=O)O)CC1=CCC1C2CC[C@]2(C)C(=O)CCC12 (some centres undefined)
[50] Cc1ccc(Cl)cc1-n1c(=O)cc(N2CCN(C(=O)c3ccco3)CC2)[nH]c1=O
[51] Cn1cccc1-c1nc2ccc(NC(=O)c3ccccc3)cc2[nH]1
[52] CCN(c1cccc(C)c1)S(=O)(=O)c1cc2c3c(c1)CCN3C(=O)CC2
[53] CCOc1cc(/C=C2\C(=N)N3N=C(S(C)(=O)=O)SC3=NC2=O)ccc1OCCOc1cccc(OC)c1

entry no.	46	47	48	49	50	51	52	53
Pf growth 96h	?	10%	?	?	57%[activator]	81%[activator]	?	?
TbPYK inhibitor	-7%	5%	nt	-8%	-20%	4%	5%	0%
CHX counter	nt	nt	0	-3	0	20*	nt	-4
Shiga toxin inh	nt	nt	-6	-7	-5	36*	nt	-3
Pf growth 48h	9.3µM*	?	nt	7%	-14%	17%	?	?
LmPK inhibitor	nt	nt	18%	1%	-5%	0%	nt	4%
AMA1 RON2 block	-4%	29%	-9%	9%	2%	-7%	8%	12%

Source: PubChem
